HepG2 tox – counter-screen for TGF-b inhibitors: cytotoxicity in HepG2 cells. 410,000 compounds, 0.76% hits. Potency, µM (titrated, usually from 46.1 µM), without a hit: at the highest dose activity change, negative = cytotoxicity, hits mostly cytotoxic. HepG2 CAGA-GFP viability, ATP luminescence, 18 h; further: potency means the concentration at half of the fitted maximal effect; some results filed as inactive show a strong effect at the top dose
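CellTiter-Glo luminescence gave cytotoxicity after 18 hours at 37 degrees C. The cells were HepG2 CAGA-GFP in 1% FBS DMEM, stimulated with 500 pg/mL TGF-beta after compound addition. %Activity was normalised to no-cell wells (complete cell-killing) and DMSO (no toxicity), and curves were fitted and classified.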
A549 tox – A549 cytotoxicity, counter-screen for Nrf2 inhibitors. Potency, µM (top dose mostly 46 µM), inactives show top-dose activity change, negative = cytotoxicity, most hits filed as inhibitors. 390,000 compounds, 0.16% hits. A549 ARE-Fluc cells, CellTiter-Fluor viability, 18-24 h; further: potency means the concentration at half of the fitted maximal effect; on the % scale 0 is the no-effect control and ±100 the full control effect
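A549 ARE-Fluc cells in 5% FBS OPTI-MEM, 5000 cells/well, rested 2 h then exposed to compounds in concentration-response for 18-24 h at 37 °C. Viability by CellTiter-Fluor fluorescence (Ex 405/Em 525) after 30 min; luciferase luminescence (BugLite, 15 min, RT) read afterwards.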
TGFb inhibitor – inhibitors of TGF-b signaling | HepG2 CAGA-GFP TGF-b/SMAD3 reporter, GFP fluorescence, 18 h; TGF-beta stimulated, 500 pg/mL final | Potency, µM (series often up to 46.1 µM), for inactives: top-dose activity, negative = inhibition, hits mostly inhibitors | 410,000 compounds, 1.2% hits; further: potency means the concentration at half of the fitted maximal effect; on the % scale 0 is the no-effect control and ±100 the full control effect; nearly all actives have a fitted effect of over 65% in size
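Read-out: total well GFP (ex488/em500-530) summed from mean per-cell fluorescence. Cells: HEPG2 CAGA-GFP, 1% FBS DMEM, 18 h at 37 degrees C with 500 pg/mL final TGF-beta. Unstimulated wells served as the full-inhibition control; stimulated DMSO wells = 0%.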
Nrf2 activator – activates Nrf2 signaling; 410,000 compounds, 0.31% hits; AREc32 ARE-luciferase reporter (MCF7-derived line), luminescence, 24 h; Potency, µM (titrated, usually from 46.1 µM), for inactives: at the top dose activation, actives largely listed as activators; further: potency means the concentration at half of the fitted maximal effect; % of control where 0% means no effect; nearly all actives have a fitted effect of over 65% in size
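Cells of the AREc32 ARE-luciferase line are plated in OPTI-MEM containing 5% FBS and left overnight at 37 deg C. Compounds are pinned in, incubation continues 24 hr, and firefly luciferase signal is then measured.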
MCF10A rereplic – induces DNA re-replication in MCF 10a normal breast cells; MCF 10A DNA re-replication, Hoechst nuclear intensity, 48 h; Potency, µM (highest dose often 46.1 µM), inactives show at the top dose activity, positive = re-replication, hits mostly activators; 350,000 compounds, 2.9% hits; further: potency means the concentration at half of the fitted maximal effect; % of control where 0% means no effect; nearly all actives have a fitted effect of over 50% in size
Nrf2 block – blocks Nrf2 signaling; AID 504444; A549 ARE-Fluc reporter, luciferase luminescence, 18-24 h; Potency, µM (top dose mostly 46 µM), for inactives: top-dose activity change, negative = inhibition, most hits filed as inhibitors; 360,000 compounds, 2.1% hits; further: potency means the concentration at half of the fitted maximal effect; on the % scale 0 is the no-effect control and ±100 the full control effect; nearly all actives have a fitted effect of over 60% in size
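In this cell-based qHTS, ARE-driven firefly luciferase in A549 cells reports Nrf2 activity; the luminescent signal after BugLite lysis is the measured value, with a prior CellTiter-Fluor read for cell health.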
IL-1B inflam inh – inflammasome signaling inhibition, IL-1 beta readout | THP-1 LPS/ATP IL-1B secretion, AlphaLISA, 16 h; stronger effect = lower value | activity change, % at 57.5 µM | 360,000 compounds, 4.7% hits | AID 743279; in the data active means activity change below about -50%; inconclusive means mostly about -30% to -49%; further: on the % scale 0 is the no-effect control and ±100 the full control effect
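Secreted IL-1B measured by AlphaLISA bead assay after 16 h compound exposure of THP-1 cells; compounds (final up to 57.5 uM) added 1 h before LPS (250 ng/mL) and ATP (1.25 mM) stimulation; lower signal means less secretion.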
S2 tox – cell viability loss in ATXN counter-screen; Potency, µM (series often up to 56.7 µM), usual class: cytotoxic; S2 cells (HEK-293 line with an ATXN2-luciferase reporter) viability, CellTiter-Fluor protease fluorescence, 24 h; 400,000 compounds, 0.49% hits; further: potency means the concentration at half of the fitted maximal effect; nearly all actives have a fitted effect of over 40% in size
ATXN2 expr inh – ATXN2 expression inhibition; HEK-293 ATXN2-luciferase reporter, luminescence, 24 h; Potency, µM (titrated, usually from 57 µM), for the others: top-dose activity change, negative = inhibition, usual class: inhibitors; 360,000 compounds, 0.72% hits; further: potency means the concentration at half of the fitted maximal effect; on the % scale 0 is the no-effect control and ±100 the full control effect; nearly all actives have a fitted effect of over 55% in size
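ATXN2-luciferase reporter cells (luciferase flanked by upstream and downstream ATXN2 gene portions) were treated 24 h at 37 °C with compounds at up to 57 uM. SteadyGlo luminescence gave expression; GF-AFC fluorescence gave viability.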
Numbers without * were called inactive; i = inactive; ? = inconclusive; nt = not tested or not shown; [ ] = dose if it differs, or a comment. Unless noted, the call rests on the fitted dose curve; in most records, active means well fitted curve in the direction sought with a large enough effect; inconclusive means small, poorly fitted or top-dose-only effect, or another doubt; inactive means no such curve, though single readings can be large; an effect the other way counts as inactive or inconclusive.

Sequence of screens – HepG2 tox, A549 tox, TGFb inhibitor, Nrf2 activator, MCF10A rereplic, Nrf2 block, IL-1B inflam inh, S2 tox, ATXN2 expr inh
- O=C(O)CSc1ccc2ccccc2n1
→ 0%, -3%, 2%, 0.0%, -2%, 14%, 31, i, -2%
- COc1cccc(-n2c(SCC(=O)NCc3ccco3)nnc2-c2c[nH]c3ccccc23)c1
→ -22%, -1%, 1%, 0.8%, -6%, -2%, -22, i, 8%
- Cc1ccc2c(C)c(C(=O)NCc3ccc(S(N)(=O)=O)cc3)oc2c1C
→ -3%, 1%, 8%, -0.1%, 1%, -4%, 8, i, -26%
- Cc1cc(C)cc(NC(=O)Cn2cnc3c(nnn3Cc3ccc(F)cc3)c2=O)c1
→ 5%, 0%, -1%, -0.7%, -5%, 3%, 8, i, -4%
- COCCCN1CC(=O)N2Cc3[nH]c4ccccc4c3C[C@H]2C1=O
→ 7%, 0%, -8%, -0.7%, -7%, -24%, -10, ?, nt
- CCC(C)Nc1nc(OC)nc(N(C)C#N)n1 (stereo not given)
→ 5%, 12%, 11%, -0.6%, -2%, ?, 16, i, 3%
- COc1cccc2cc(-c3nc(Cl)c4c5c(sc4n3)CC(C)CC5)c(=O)oc12 (stereo not given)
→ -15%, -3%, 124%[activator], 3.0%, nt, 1%, nt, i, 5%
- COc1cccc(C(=O)Nc2cccnc2)c1OC
→ 4%, 0%, 8%, -0.1%, -23%, 10%, 4, ?, -1%[2.22 µM]
- C=CCN=c1scc(-c2ccc3c(c2)NC(=O)CO3)n1/N=C(\C)c1ccccn1
→ -42%, ?, 11µM*, 8.3%, ?, 16µM*, -64*, i, ?
- Cc1ccc(NS(=O)(=O)c2cc(-c3cc(C)no3)ccc2C)c(Cl)c1
→ -32%, -3%, -22%, 0.2%, nt, ?, nt, nt, nt

Profiles, quoted from the list.
Profile of `CCC(C)Nc1nc(OC)nc(N(C)C#N)n1` (stereo not given) = HepG2 tox = 5%; A549 tox = 12%; TGFb inhibitor = 11%; Nrf2 activator = -0.6%; MCF10A rereplic = -2%; Nrf2 block = ?; IL-1B inflam inh = 16; S2 tox = i; ATXN2 expr inh = 3%
Profile of `C=CCN=c1scc(-c2ccc3c(c2)NC(=O)CO3)n1/N=C(\C)c1ccccn1` = HepG2 tox = -42%; A549 tox = ?; TGFb inhibitor = 11µM*; Nrf2 activator = 8.3%; MCF10A rereplic = ?; Nrf2 block = 16µM*; IL-1B inflam inh = -64*; S2 tox = i; ATXN2 expr inh = ?

(listing goes on)
Sequence of screens – HepG2 tox, A549 tox, TGFb inhibitor, Nrf2 activator, MCF10A rereplic, Nrf2 block, IL-1B inflam inh, S2 tox, ATXN2 expr inh
- CC(=O)c1cc(-c2ccccc2)n(CC(=O)Nc2ccc(C)cc2C)c1C
→ 3%, -5%, -10%, -0.7%, nt, nt, nt, nt, nt
- O=C(CCCNS(=O)(=O)c1cccc2nsnc12)NCc1ccc(F)cc1
→ -1%, 0%, -2%, -0.7%, 5%, nt, -2, i, -11%
- COC(=O)[C@@H]1C2CCC(C(=O)Nc3ccccc3)(CC2)[C@@H]1C(=O)OC
→ -3%, 0%, 4%, -0.6%, 15%, nt, 4, i, -5%
- O=C1NC2(CCCCCC2)C(=O)N1Cc1c(F)cccc1Cl
→ 1%, 3%, -2%, -0.8%, 0%, 4%, 10, i, -12%
- COc1cccc(NC(=O)CN(C)C(=O)CCCNC(=O)c2ccc(Cl)cc2)c1
→ 0%, 10%, -2%, 2.3%, 4%, 9%, 15, i, 8%
- CC(=O)c1ccc(NC(=O)c2cnc(N3CCCC3)nc2C)cc1
→ -3%, 0%, ?, 3.7%, nt, nt, nt, i, -17%
- O=C1N=C(N2CCC(Cc3ccccc3)CC2)S/C1=C/c1cn[nH]c1-c1ccccc1
→ -7%, -15%, -2%, 0.3%, ?, ?, ?, i, -21%
- CCc1ccc2[nH]c3nc(SCCN4CCOCC4)nnc3c2c1
→ -27%, ?, -6%, 5.2%, 12%, ?, 11, i, -13%
- Cc1cccc(NC(=O)CCCSc2nc3ccccc3[nH]2)c1
→ 9%, 3%, -17%, 3.2%, 0%, -22%, 0, i, -17%
- Cc1cc(C(=O)Cn2nc(C(=O)O)c3ccccc3c2=O)c(C)n1CCc1ccc(Cl)cc1
→ -30%, -4%, ?, 3.9%, 4%, ?, -26, i, -12%
- CCN1C(=O)C(=O)N(CC(=O)N2CCN(c3ccccc3)CC2)C1=O
→ 8%, 1%, -2%, -0.8%, -3%, 1%, 1, i, -4%
- CC(C)CN(C(=O)CN(C)C(=O)Cc1c(F)cccc1Cl)c1c(N)n(CC(C)C)c(=O)[nH]c1=O
→ -4%, nt, 8%, -0.4%, nt, nt, ?, i, nt
- Nc1ccccc1N1CCN(C(=O)c2ccccc2)CC1
→ 2%, -7%, 1%, -0.5%, -2%, -19%, -3, ?, 0%
- COc1ccc([C@H]2CC(=O)C=C(/C=C/c3ccccc3)C2)cc1OC
→ -6%, -9%, 13µM*, 3.4%, ?, ?, ?, ?, ?
- O=C(Nc1ccccc1F)c1csc(COCCO)n1
→ 0%, nt, -7%, 0.2%[9.22 µM], nt, nt, -2, i, 23%
- CCOC(=O)C(C(=O)OCC)c1cc(Br)c2noc3c2c1C(=O)c1ccccc1-3
→ -53%, ?, 6.3µM*, 3.1%, ?, -18%, -89*, 20µM*, 11µM*
- O=C1COc2ccc(C(=O)COC(=O)c3ccc(Cl)cc3[N+](=O)[O-])cc2N1
→ -3%, 0%, 3%, 1.8%, 0%, 7%, 17, i, -5%
- COc1ccc(CCNC(=O)CCCn2c(=O)c3ccccc3n(Cc3ccc(F)cc3Cl)c2=O)cc1OC
→ 4%, -3%, 3%, -0.2%, nt, 10%, nt, i, 0%
- O=C(CN1CCN(c2ccc(Cl)cc2)CC1)c1ccccc1
→ -26%, 1%, -18%, 3.9%, 1%, -1%, 0, i, nt
- CCOc1ccccc1CN1CCC(O)CC1
→ -20%, -7%, 1%, 0.0%, -9%, 8%, 5, i, 4%
- CCn1nnnc1SCC(=O)N1CCN(Cc2ccc3c(c2)OCCO3)CC1
→ -1%, 6%, 3%, -0.1%, -5%, 0%, -3, ?, -14%
- CCOC(=O)c1c(NC(=O)Cn2nc(C(F)(F)F)cc2C)sc2c1CCC2
→ 12%, -2%, -3%, -0.1%, ?, 1%, -8, i, 5%
- Cc1nc(SCC(=O)NCc2ccc3c(c2)OCO3)nc(C)c1C
→ -4%, -1%, 1%, 0.1%, 25%, -8%, 11, i, nt
- Cc1ccc(CN2CCN(c3ncccn3)CC2)o1
→ 2%, 7%[1.84 µM], -2%, -0.1%, 3%, -27%, -10, i, -1%
- CCCCn1c(CN2CCN(CCO)CC2)nc2ccccc21
→ 3%, -1%, 8%, 0.0%, 0%, ?, 44, i, 2%
- COc1ccc2[nH]c(=O)c(CN(C(=O)C3CCCO3)c3ccc(C)c(C)c3)cc2c1 (stereo not given)
→ -8%, -6%, 3%, 0.2%, 2%, ?, ?, i, 22%
- Nc1c(C(=O)N/N=C/c2ccccc2)cnn1-c1ccccc1
→ -14%, 16%, ?, 3.5%, 2%, 18%, -23, i, nt
- NS(=O)(=O)c1ccc(CCNC(=O)C2CCCN2S(=O)(=O)c2cccc3nsnc23)cc1 (stereo not given)
→ 2%, 1%, 2%, -0.2%, -2%, 3%, 22, i, -9%
- CCCSc1nc2c(c(=O)n1-c1ccc(OCC)cc1)SCC2
→ 1%, ?, -17%, -0.8%, 20%, -26%, 8, i, -5%
- CN(CC(=O)Nc1ccc(F)cc1)C(=O)Cn1cnc2ccc([N+](=O)[O-])cc2c1=O
→ 0%, -19%, 2%, 0.1%, 4%, -13%, 2, i, -4%
- O=C(CSc1ncn[nH]1)c1ccc2c(c1)OCO2
→ 2%, 13%, 7%, -0.3%, -7%, nt, 13, i, 14%
- CC(=O)Nc1ccc(NC(=O)CSc2nnc(CNc3ccc(F)cc3)n2CC2CCCO2)cc1 (stereo not given)
→ 0%, -2%, 21%, -0.9%, 10%, 12%, 24, i, -9%
- COc1ccc(CCNC(=O)CCCN2C(=O)c3ccccc3C2=O)cc1OC
→ -5%, -9%, 2%, -0.7%, -8%, -2%, 10, i, 4%
- Cc1cc(N/N=C/c2ccc(F)cc2)nc(NCc2ccccc2)n1
→ -53%, -6%, -5%, 8.0%, ?, -20%, -96*, i, 37%
- Clc1ccccc1Nc1nc(-c2ccncc2)nc2ccccc12
→ -55%, 10%, -10%, 5.0%, ?, -4%, -2, i, -35%
- CC(CCc1ccccc1)NC(=O)COC(=O)C1CCC(C(C)(C)C)CC1 (stereo not given)
→ 0%, 1%, 2%, -0.2%, 3%, 1%, -1, i, 5%
- CC(=O)c1ccc(Nc2nc(C(N)Cc3ccc(C(F)(F)F)cc3)cs2)cc1 (stereo not given)
→ -94%, nt, ?, 0.4%, nt, nt, ?, i, 0%
- COc1ccc(OC)c(NS(=O)(=O)c2ccc(N3CCCC3=O)cc2)c1
→ -3%, ?, -33%, 0.5%, ?, nt, 63, i, -13%
- Cc1nc(SCC(=O)NC2CCCC2)[nH]c(=O)c1Cc1ccccc1
→ 0%, -7%, -17%, 0.6%, 0%, ?, 33, i, -17%
- Nc1ncnc2c1ncn2[C@@H]1O[C@H](CNC(=O)[C@@H]2CCC(=O)N2)[C@@H](O)[C@H]1O
→ 8%, 0%, ?, -1.6%, 2%, 0%, 8, i, 7%
- O=C1C=C(N2CCCCC2)C2(CCCCC2)O1
→ -8%, -12%, 3%, 0.0%, 1%, -27%, 6, i, nt
- O=C(/C=C/c1ccc(F)cc1)NCCCN1CCN(CCCNC(=O)/C=C/c2ccc(F)cc2)CC1
→ 12%, 1%, -10%, 4.3%, 4%, -4%, -26, i, -9%

Assay outcomes deposited in PubChem by National Center for Advancing Translational Sciences (NCATS).
